# Screening results deposited in PubChem BioAssay by several laboratories.
# MsrA act – bovine MsrA enzyme activators, primary screen, biochemical, absorbance, HTS; 360,000 tested, 0.3% active; purified bovine MsrA, absorbance read-out; activation, % at 10.6 µM; in the data active = activation above about 7.5%;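 note: 0% = vehicle and 100% = reference activator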
# Rpn11 inh – Rpn11 (PSMD14) deubiquitinase inhibitors, primary screen, biochemical, fluorescence polarization, uHTS; human 26S proteasome, Ub4-pepOG fluorescence polarization; 20S core pre-blocked with epoxomicin; AID 588493, 2011; calls only at 20 µM; 360,000 tested, 0.59% active; 26S proteasome non-ATPase regulatory subunit 14 (Homo sapiens), O00487;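 active = inhibition at 20 µM, scaled to each plate's controls, above about 33%, limit read from the data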
# PABP1 MLLE inh – inhibitors of PABP1 MLLE–PAM2 peptide binding, primary screen, biochemical, fluorescence polarization, FITC-PAM2, GST-MLLE; AID 588489, 2011; inhibition, % at 20 µM; Polyadenylate-binding protein 1 (Homo sapiens), P11940; 360,000 tested, 0.36% active; in the data active = inhibition above about 35%, passing the limit was not always enough;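 note: plate controls were DMSO wells with GST-MLLE for no effect and wells lacking GST-MLLE protein for full effect; some results filed as inactive read as strong as hits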
# MT1-MMP act inh – blockers of MT1-MMP proenzyme processing, primary screen, HT1080 RFP-PRO-GFP cells, GFP/RFP fluorescence; GFP/RFP ratio fluorescence, overnight; percent of plate control window, DMSO zero; GFP/RFP ratio change, % at 20 µM; 360,000 tested, 0.061% active; AID 651647, 2012;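 active = GFP/RFP ratio change of at least 30% with cell ATP level not reduced by more than half and red fluorescence within 50% of control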; note: strong numbers were not always called active
#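 Assay system: RFP-PRO-GFP reporter HT1080 cells; read-out basis: GFP/RFP fluorescence ratio; benchmarks: DMSO wells and RFP-L50D-GFP cells; doses: 20 µM single dose, 1% DMSO; schedule: overnight cell settling, then overnight compound exposure, 37 °C, 5% CO2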
# Rin1 Abl inh – inhibitors of Rin1-Abl protein binding, primary screen, biochemical, TR-FRET | Tyrosine-protein kinase ABL1 (Homo sapiens) + Ras and Rab interactor 1 (Homo sapiens), … | inhibition, % at 7.35 µM | 360,000 tested, 0.4% active | AID 588664, 2011; in the data active = inhibition above about 5%, passing the limit was not always enough
# FAS TE block – FAS thioesterase domain inhibitors, primary screen, biochemical, fluorescence intensity, uHTS | Fatty acid synthase (Homo sapiens), P49327 | inhibition, % at 15 µM | recombinant FAS-TE, OMFH fluorogenic substrate, fluorescence endpoint | 360,000 tested, 0.67% active | AID 602261, 2012;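 active = compounds whose normalised, plate-corrected inhibition of enzyme fluorescence in the single-dose primary screen is 50% or more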;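 note: 0% = DMSO with enzyme and 100% = substrate without enzyme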
# eLon inh – inhibitors of E. coli Lon protease, primary screen, biochemical, fluorescence polarization | P0A9M0 | purified E. coli Lon protease | inhibition, % at 7.94 µM | 360,000 tested, 0.42% active | AID 602123, 2011; in the data active = inhibition above about 13%, passing the limit was not always enough;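 note: 0% = enzyme with probe and DMSO and 100% = no enzyme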
# CSN deneddyl inh – inhibitors of CSN-mediated cullin deneddylation, primary screen, biochemical, fluorescence polarization, uHTS. COP9 signalosome complex subunit 5 (Homo sapiens), Q92905. Purified CSN, SCF-Nedd8-OG deneddylation. inhibition, % at 12.5 µM. 360,000 tested, 0.38% active;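 active = pattern-corrected inhibition above about 35%, with an unprinted fluorescence ratio check between 0.5 and 1.5, limit read from the data, passing the limit was not always enough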;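 note: 0% = enzyme with substrate and 100% = substrate without enzyme; some results filed as inactive read as strong as hits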
#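 Test system: purified human Csn5 enzyme expressed in HEK293T cells. Amount: 0.24 nM enzyme. Reagent: SCFSkp2-Nedd8OG substrate at 10 nM final. Schedule: 90 min incubation of compound, enzyme and substrate at room temperature. Detection: fluorescence polarization. Read-out: % inhibition of substrate cleavage by Csn5.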
# MsrA inh – bovine MsrA enzyme inhibitors, primary screen, biochemical, absorbance, HTS | purified bovine MsrA, absorbance read-out | inhibition, % at 15.5 µM | Methionine sulfoxide reductase A (Bos taurus) | AID 651718, 2012 | 360,000 tested, 0.75% active; in the data active = inhibition above about 4.5%;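 note: 0% = vehicle wells with enzyme and 100% = reference inhibitor wells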
# Active calls of the source: *; i = inactive; . = no result given.
# Each structure is followed by: MsrA inh	CSN deneddyl inh	MT1-MMP act inh	Rin1 Abl inh	FAS TE block	MsrA act	eLon inh	Rpn11 inh	PABP1 MLLE inh
> COc1ccc(N(CC(=O)N2CCc3ccccc3C2)S(C)(=O)=O)cc1OC
→ 1.9	-2	2	-6	-5	-4	-5	i	-109
> C=CCNCCCCOc1ccc(C)cc1[N+](=O)[O-]
→ 1.8	-2	0	1	-9	4	-6	i	-6
> CCCn1c(SCC(=O)Nc2ccccc2Cl)n[nH]c1=O
→ -0.6	1	-3	0	-4	-4	1	i	-2
> Cc1nnc(SCC(=O)NCc2cccs2)[nH]c1=O
→ -0.2	-5	-1	1	-7	-10	-10	i	22
> O=C(NC(=O)N1CCCCC1)c1ccc(Cl)cc1
→ -0.5	0	0	3	-5	-4	-2	i	8
> O=C(CCc1ccccc1)OCC(=O)c1ccc(Br)cc1
→ 2.1	2	-2	-5	0	-10	1	i	-7
> CCOC(=O)C1CCN(Cc2cnc(Oc3ccc(N)cc3)s2)CC1
→ -0.2	-1	3	0	-6	1	10	i	-6
> Cc1nc(Nc2ccccc2)[nH]c(=O)c1CCC(C)C
→ 0.1	7	14	-4	4	-1	-7	i	3
> COC(=O)c1ccc(NC(=S)NC(=O)c2c(Cl)cnn2C)cc1
→ 2.1	1	6	0	10	-2	5	i	26
> COc1ccc(N(CC(=O)Nc2ccccc2SC)S(C)(=O)=O)cc1OC
→ 0.5	3	-4	0	-10	1	-8	i	10
> Nc1ncnc2c1ncn2-c1ccccc1Cl
→ -1.0	-4	6	-1	-9	-3	3	i	12
> O=C(/C=C/c1ccc(Cl)cc1Cl)c1nc2ccccc2[nH]1
→ -0.5	7	-7	4	0	-8	-2	i	-17
> O=C(N/N=C/c1cccnc1)c1cccc(N2CCCC2=O)c1
→ 1.0	-2	-1	1	-3	1	-2	i	-9
> COc1ccccc1N(CC(=O)NC1CCCC1)C(=O)c1oc(C(C)(C)C)cc1C
→ -0.1	0	-4	2	3	0	-1	i	2
> COc1ccccc1OCCn1c(=O)sc2ccccc21
→ 0.6	5	3	-2	4	1	-10	i	-1
> CCCS(=O)(=O)NC(=O)C1(C)CCN(C(=O)Cc2ccc(OC)cc2)C1 (stereo not given)
→ -0.2	3	-1	-3	-8	-6	-6	i	6
> CC1C=CCC2C(=O)N(c3ccccc3OC(=O)c3ccco3)C(=O)C12 (stereo not given)
→ -0.2	2	-3	1	-3	-2	-1	i	3
> Cc1onc(-c2ccccc2Cl)c1C(=O)Nc1ccc(S(=O)(=O)NCC2CCCO2)cc1 (stereo not given)
→ 0.1	2	3	1	-6	-11	-5	i	-1
> O=S(=O)(c1cccc(C(F)(F)F)c1)N1CCC(O)(c2cccnc2)CC1
→ 0.8	0	8	1	0	-8	-6	i	-4
> COc1ccc(C(=O)COc2ccc(C(C)=O)cc2OC)cc1OC
→ -0.3	-1	2	4	-2	-3	2	i	15
> O=C(NC1CCCC1)c1cccc(S(=O)(=O)N2CCCCC2)c1
→ 2.2	-1	-2	-1	-1	-10	-14	i	3
> O=C(NNc1nc(Nc2ccccc2)nc(N2CCOCC2)n1)Nc1ccc(Cl)cc1
→ 1.3	-12	5	5	10	-6	-3	i	10
> C=CCn1c(=O)c(C(=O)Nc2cc(C)ccn2)c(O)c2ccccc21
→ 1.4	1	0	1	11	-2	2	i	11
> NS(=O)(=O)c1ccc(CCNC(=O)C2CCCN2C(=O)c2cccs2)cc1 (stereo not given)
→ 0.2	4	-4	0	-7	-8	2	i	1
> CCC(C)NC(=O)c1cn(CC)c2ccc(S(=O)(=O)N3CCCCCC3)cc2c1=O (stereo not given)
→ 1.8	0	-11	-1	11	-7	7	i	-11
> O=C1CCC(=O)N1c1ccc(S(=O)(=O)Nc2cccc([N+](=O)[O-])c2)cc1
→ -1.5	-4	0	-3	-6	0	-2	i	8
> CC(C)(C)NC(=O)CN(CCc1ccccc1)C(=O)c1csnn1
→ 1.5	-12	-4	5	-5	-9	-6	i	24
> COc1cccc(C(C(=O)NC2CCCC2)N(CC2CCCO2)C(=O)Cc2cccs2)c1 (stereo not given)
→ -0.3	-4	-4	-2	1	1	2	i	-3
> COc1ccc(CN2CCN(C(=O)CCC(=O)Nc3nnc(C(C)C)s3)CC2)cc1F
→ 0.4	4	7	2	-6	-4	10	i	-8
> CC(=O)Nc1cc(C(=O)N2CCN(C)CC2)ccc1S(=O)(=O)c1ccc(C)cc1
→ -0.2	1	2	2	-12	-6	-2	i	6

# An excerpt from above in order of their number in MsrA inh, ascending:
structure,MsrA inh
COc1cccc(C(C(=O)NC2CCCC2)N(CC2CCCO2)C(=O)Cc2cccs2)c1 (stereo not given),-0.3
NS(=O)(=O)c1ccc(CCNC(=O)C2CCCN2C(=O)c2cccs2)cc1 (stereo not given),0.2
O=C(NC1CCCC1)c1cccc(S(=O)(=O)N2CCCCC2)c1,2.2

# Continuation:
# Each structure is followed by: MsrA inh	CSN deneddyl inh	MT1-MMP act inh	Rin1 Abl inh	FAS TE block	MsrA act	eLon inh	Rpn11 inh	PABP1 MLLE inh
> O=C(Nc1nccs1)c1ccc(-c2ccc(Cl)cc2)o1
→ 3.3	-3	4	-2	17	-8	7	i	7
> Cc1ccc(N2CC(C(=O)Nc3ccc(S(=O)(=O)N4CCOCC4)cc3)CC2=O)cc1Cl (stereo not given)
→ -0.2	-4	3	1	-2	-4	-6	i	0
> O=C(Nc1nnc(Cc2ccccc2)s1)C1CCC1
→ 0.2	1	1	0	-4	-4	8	i	-7
> COc1ccc(N2CCN(C(=O)CNC(=O)c3cccc(Br)c3)CC2)cc1
→ -0.5	6	-1	-3	-2	-1	-2	i	-11
> CCOC(=O)c1cnc(-c2ccccc2)[nH]c1=O
→ -1.2	4	1	-2	-12	-14	4	i	5
> O=C1C=C(c2ccc(Cl)c(C(F)(F)F)c2)C[C@@H](c2ccc3c(c2)OCO3)C1
→ 0.4	-5	1	2	75*	-5	3	i	-18
> CC1(C)CC(=O)C(C(=S)Nc2ccc(F)cc2)=C(NCCN2CCOCC2)C1
→ -0.8	-6	-1	-1	-2	-5	-10	i	16
> Cc1ccccc1S(=O)(=O)Cc1ccc(C(=O)NCCN(C)Cc2ccccc2)o1
→ 0.0	5	.	2	-2	-11	-5	i	6
> CC(C)NC(=O)c1ccccc1NS(=O)(=O)c1ccc(Br)s1
→ -0.8	-1	-2	2	-3	-6	8	i	7
> Cc1ccc(Cn2c(C)c(C(=O)NCc3cccs3)sc2=O)cc1
→ -0.3	-9	2	-4	9	-1	5	i	6
> N/C(=N\OC(=O)c1ccc(F)cc1)c1ccccc1
→ -0.5	3	-5	6	-2	0	-5	i	-8
> O=C(COC(=O)c1cnccn1)Nc1ncc(C(F)(F)F)cc1Cl
→ -0.7	-3	-5	1	-1	-6	-12	i	2
> C=CCNC(=S)NNC(=O)C(CCCC)CC(O)COCC(C)C (stereo not given)
→ 1.3	-2	-3	-4	-6	-6	0	i	-17
> Cn1c(=O)cc(SCC(=O)N2CCOCC2)c2ccc(Cl)cc21
→ 1.6	-2	-1	-20	-10	-6	-3	i	-8
> COCCN(C(=O)c1cc2c(s1)CCCCC2)c1c(N)n(CC(C)C)c(=O)[nH]c1=O
→ 0.3	0	2	0	-2	-2	-3	i	-1
> CC(C)(C)C(=O)NNC(=O)c1cc(C(C)(C)C)nn1Cc1ccccc1
→ -1.3	-2	-2	0	-5	-2	-5	i	-2
> C=CCc1c(C)c(C#N)c2nc3ccccc3n2c1NCCN(C)C
→ 0.5	5	-4	-7	-5	0	3	i	4
> CCCN(C(=O)CSc1nc2cc(S(=O)(=O)N(CC)CC)ccc2o1)C1CCS(=O)(=O)C1 (stereo not given)
→ 0.1	-5	14	0	-4	-2	0	i	-58
> COc1ccc(Cn2nnnc2C(c2ccc(F)cc2)N2CCN(C3CCCC3)CC2)cc1 (stereo not given)
→ 0.4	-1	0	1	-6	-6	-6	i	-6
> Cc1ccc(-c2nnn(CC(=O)N(c3ccc(F)cc3)C(C(=O)NC3CCCC3)c3ccco3)n2)o1 (stereo not given)
→ .	7	7	6	-5	-3	6	i	-17
> COc1cc(C(=O)OCCc2c(C)nc3nc[nH]n3c2=O)cc(OC)c1OC
→ 1.7	-7	10	-2	-1	-4	1	i	10
> O=C(COC(=O)CCSc1ccccc1Cl)Nc1ccc(F)cc1F
→ 0.1	-20	1	1	-3	-3	-8	i	-5
> C=CCNCCOc1ccc(C)cc1[N+](=O)[O-]
→ 1.8	3	6	-4	-9	-15	9	i	-6
> CCOC(=O)c1ccc(Nc2nc(N3CCOCC3)nc(N3CCOCC3)n2)cc1
→ 0.0	-4	4	3	51*	-2	1	i	-15
> COc1cc(NC(=O)c2ccc(C)cc2)ccc1NC(=O)c1cc2ccccc2o1
→ 0.5	7	-2	2	-6	0	-6	i	-31
> O=C(NCCc1ccc(F)cc1)c1cc(=O)c2ccccc2o1
→ -1.3	-1	0	-5	9	-2	-10	i	9
> Cc1cc2c(=O)n(C)c(SCC(=O)c3cc4ccccc4o3)nc2s1
→ 0.9	-4	5	0	21	0	-6	i	-18
> O=C(NCc1ccc2c(c1)OCO2)c1ccc(CS(=O)(=O)c2ccc(Br)cc2)o1
→ 1.0	4	2	-2	8	-2	-10	i	-9
> CCO/N=C/C(=O)Nc1ccc(F)cc1F
→ 0.3	7	0	2	-15	-11	-5	i	0
> Cc1ccc(C)c(N2CCN(C(=O)CCc3nc4ccccc4[nH]3)CC2)c1
→ 0.8	-1	-3	2	-1	-3	3	i	-7
> C=CCNC(=O)c1ccc(C(=O)c2ccccc2)cc1
→ -0.2	-3	6	0	-6	-1	-4	i	2
> O=C(CCNc1n[nH]c(=O)[nH]c1=O)N/N=C\c1ccc(Br)cc1
→ -0.6	-3	2	-4	-2	-9	-10	i	3
> CCCCNC(=O)c1onc(CSc2cccc(Cl)c2)c1C(=O)O
→ -1.3	4	4	-1	-9	-2	3	i	13
> COc1ccc(C(CNC(=O)c2cccc(NS(=O)(=O)c3ccc(C)c(F)c3)c2)N(C)C)cc1 (stereo not given)
→ 0.4	-3	3	-1	-5	-3	6	i	1
> O=C(Nc1ccc2c(c1)OCCO2)c1ccc(NC(=O)C2CCCO2)cc1 (stereo not given)
→ 0.9	6	6	3	-6	0	-1	i	3
> Cc1nn(-c2ccc(C(=O)OC(C)C)cc2)c(C)c1[N+](=O)[O-]
→ 1.9	5	7	-4	11	-10	6	i	14
> CN(CC(=O)Nc1ccc(F)c(F)c1F)C(=O)CN1C(=O)NC2(CCCC2)C1=O
→ -1.0	0	5	-1	-8	-1	-2	i	-10
> CCCCCn1c(Sc2ccccc2)nc2c1c(=O)[nH]c(=O)n2C
→ -0.2	-1	4	-1	5	-3	-2	i	-1
> Nc1nc(CN2CCCCCC2)nc(Nc2ccccc2)n1
→ 0.9	4	2	-1	-8	1	-8	i	-12
> CCOc1ccc2nc(N3CCCCCC3)sc2c1
→ .	4	-1	5	6	-7	-4	i	-31
> O=C(Nc1cc(S(=O)(=O)N2CCOCC2)ccc1N1CCCCC1)c1ccc(Cl)cc1
→ 1.0	1	-12	2	41	-4	1	i	21
